WRN inhibitor = qHTS for Inhibitors of WRN Helicase; AID 651768, 2012; Potency, µM (titrated, usually from 114 µM), inactives show top-dose activity change, negative = inhibition, usual class: inhibitors; WRN helicase unwinding, fluorescent forked duplex, kinetic; hit rate 0.46% among 360,000; Bifunctional 3'-5' exonuclease/ATP-dependent helicase WRN (Homo sapiens), Q14191; also: potency is read from the fitted curve at half-maximal effect; % is scaled to controls: 0 for no effect and ±100 for the full control effect; nearly all actives have a fitted effect of over 55% in size
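Kinetic fluorescence helicase assay: unwinding of a quenched forked DNA duplex (100 nM final) with 2 mM ATP final raises red fluorescence (525/598 nm). Compounds sat 15 min at room temperature with 20 nM WRN beforehand.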
CCT modulator = High-Throughput Screening for Modulators of Cytosolic Chaperonin Activity; purified chaperonin ATPase assay, HTRF ADP detection, 30 min; activity change, % (concentration not given with the values), hits read low; hit rate 0.3% among 360,000; AID 651819, 2012; in the data active = activity change below about -30%; also: % is scaled to controls: 0 for no effect and ±100 for the full control effect
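TRiC at 40 or 20 nM final (batch-dependent) in 30 mM Tris pH 7.4, 100 mM KCl, 5 mM MgCl2, 1 mM DTT, with compound at single 76 uM and 10 uM ATP, 30 min at 37 deg C. ADP detected by HTRF Transcreener, 665/615 ratio.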
PI5P4Ka inh = qHTS for Inhibitors of phosphatidylinositol 5-phosphate 4-kinase (PI5P4K) | Phosphatidylinositol 5-phosphate 4-kinase type-2 alpha (Homo sapiens), P48426 | PI5P4Kalpha enzyme, ADP-Glo luminescence, 60 min; stronger effect = lower value | max response, % | hit rate 1.2% among 330,000; active = max response of -50% or lower; inconclusive = between -30% and -50%; inactive = -30% or higher; also: value at the top dose of about 77 µM; % is scaled to controls: 0 for no effect and ±100 for the full control effect
Target sequence (P48426 whole entry, looked up): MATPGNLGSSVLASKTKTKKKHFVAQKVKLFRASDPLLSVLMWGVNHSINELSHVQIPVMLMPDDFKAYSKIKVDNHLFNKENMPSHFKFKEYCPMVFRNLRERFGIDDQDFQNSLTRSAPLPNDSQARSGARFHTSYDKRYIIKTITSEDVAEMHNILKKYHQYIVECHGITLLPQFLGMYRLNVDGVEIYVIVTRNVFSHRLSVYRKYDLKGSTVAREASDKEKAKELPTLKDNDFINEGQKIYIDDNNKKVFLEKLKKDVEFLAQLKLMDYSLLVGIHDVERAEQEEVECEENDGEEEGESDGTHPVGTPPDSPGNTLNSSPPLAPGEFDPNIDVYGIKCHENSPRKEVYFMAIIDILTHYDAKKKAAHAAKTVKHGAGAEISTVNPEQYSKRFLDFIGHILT
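Compounds were pin-transferred onto PI5P4Kalpha and substrate in HEPES pH 7.4 buffer with EGTA, CHAPS and 5% DMSO. ATP (5 microM final) started the reaction, which ran 60 minutes at room temperature before ADP-Glo detection.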
EPAC1 ag = qHTS for Agonist of cAMP-regulated guanine nucleotide exchange factor 3 (EPAC1): primary screen; Rap guanine nucleotide exchange factor 3 (Homo sapiens), O95398; EPAC1 agonist qHTS, biochemical assay; response scale: 100% = response to 6.5 mM cAMP; Potency, µM (series often up to 154 µM), for inactives: at the highest dose activation, usual class: activators; hit rate 0.073% among 360,000; AID 720707, 2013; also: potency is read from the fitted curve at half-maximal effect; nearly all actives have a fitted effect of over 60% in size
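EPAC1 100 nM, Rap1B–BODIPY-GDP 250 nM, unlabeled GDP 50 uM; compound titration; 5 min RT; kinetic read ex480/em540 at 5-min intervals ×30 min; data normalized to 6.5 mM cAMP agonist control.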
EPAC1 antagonist = qHTS for Antagonist of cAMP-regulated guanine nucleotide exchange factor 3 (EPAC1): primary screen; Rap guanine nucleotide exchange factor 3 (Homo sapiens), O95398; EPAC1 GEF assay, Rap1b-BODIPY-GDP exchange fluorescence; Potency, µM (titrated, usually from 115 µM), inactives show top-dose activity change, negative = inhibition, most hits filed as inhibitors; hit rate 0.14% among 360,000;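 also: potency is read from the fitted curve at half-maximal effect; plate controls were vehicle for no effect and positive control for full effect; nearly all actives have a fitted effect of over 50% in size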
Mm-Cpn inhibitor = Inhibitors of TCP-1 ring complex (TRiC) of Methanococcus maripaludis (MmCpn): qHTS | Chaperonin Mm-Cpn (Methanococcus maripaludis) | purified Mm-Cpn ATPase, ADP Transcreener TR-FRET | Potency, µM (top dose mostly 76.9 µM), without a hit: top-dose activity, negative = inhibition, most hits filed as inhibitors | hit rate 0.031% among 330,000; also: potency is read from the fitted curve at half-maximal effect; % is scaled to controls: 0 for no effect and ±100 for the full control effect; nearly all actives have a fitted effect of over 80% in size
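Reaction buffer contained 30 mM Tris pH 7.4, 100 mM KCl, 5 mM MgCl2 and 1 mM DTT. Mm-CPN (25 nM final) hydrolysed 10 uM ATP over 30 min at 37°C; ADP was read by HTRF.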
EPAC2 antagonist = qHTS for Antagonist of cAMP-regulated guanine nucleotide exchange factor 2 (EPAC2): primary screen; Rap guanine nucleotide exchange factor 4 (Homo sapiens), Q8WZA2; EPAC2 GEF exchange of Rap1B-BODIPY-GDP, fluorescence; Potency, µM (series often up to 114 µM), for inactives: top-dose activity, negative = inhibition, hits mostly inhibitors; hit rate 0.18% among 360,000; AID 720708, 2013; also: potency is read from the fitted curve at half-maximal effect; % is scaled to controls: 0 for no effect and ±100 for the full control effect; nearly all actives have a fitted effect of over 45% in size; many of its hits are not listed in these tables
PLK1 PBD inh = qHTS for Inhibitors of PLK1-PDB (polo-like kinase 1 - polo-box domain): Primary Screen; Plk1 PBD binding of FITC phosphopeptide, fluorescence polarization; Potency, µM, for the others: max response, negative = inhibition, most hits filed as inhibitors; hit rate 2.8% among 360,000; also: potency is read from the fitted curve at half-maximal effect; series mostly up to about 57 µM; % is scaled to controls: 0 for no effect and ±100 for the full control effect; nearly all actives have a fitted effect of over 65% in size
Target sequence (P53350 whole entry, looked up, the tested form may be a part): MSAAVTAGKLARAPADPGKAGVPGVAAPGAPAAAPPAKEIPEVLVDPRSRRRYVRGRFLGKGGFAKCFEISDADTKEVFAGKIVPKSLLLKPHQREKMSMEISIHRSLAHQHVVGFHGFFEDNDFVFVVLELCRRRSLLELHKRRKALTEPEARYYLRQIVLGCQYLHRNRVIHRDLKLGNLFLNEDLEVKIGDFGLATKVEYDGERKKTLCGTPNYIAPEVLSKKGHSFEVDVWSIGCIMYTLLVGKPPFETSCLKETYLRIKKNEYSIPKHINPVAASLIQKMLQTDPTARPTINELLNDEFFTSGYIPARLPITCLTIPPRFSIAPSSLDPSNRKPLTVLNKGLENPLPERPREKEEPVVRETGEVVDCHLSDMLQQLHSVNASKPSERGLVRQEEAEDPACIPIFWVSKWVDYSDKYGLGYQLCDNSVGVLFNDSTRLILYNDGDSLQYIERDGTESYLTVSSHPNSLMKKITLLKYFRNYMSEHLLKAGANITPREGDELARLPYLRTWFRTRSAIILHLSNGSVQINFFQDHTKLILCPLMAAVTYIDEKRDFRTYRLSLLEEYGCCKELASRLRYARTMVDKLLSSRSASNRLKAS
Starred values were filed as active, the others as inactive; ? = inconclusive; · = no result given; [ ] = another dose, or the depositor's remark. Unless noted, calls follow the shape of the dose curve; as a rule, active = well fitted curve in the direction sought with a large enough effect; inconclusive = small, poorly fitted or top-dose-only effect, or another doubt; inactive = no such curve, though single readings can be large; an effect the other way counts as inactive or inconclusive. This is a subset. The share of hits here may be higher or lower than overall.

The line under a structure holds: Mm-Cpn inhibitor	PLK1 PBD inh	WRN inhibitor	CCT modulator	EPAC1 ag	EPAC2 antagonist	PI5P4Ka inh	EPAC1 antagonist
O=C(NCCN1CCC(n2c(=O)[nH]c3ccccc32)CC1)c1cccc(F)c1
  ·	-6%	-2%	-2.3	5%	2%	1	-13%
COc1ccc(-c2csc(NNC3=NCCCCC3)n2)cc1
  -2%	6.7µM*	-1%[57.1 µM]	-2.1	-3%	4%	?	-12%
Cc1ccc(NC(=O)c2cc(C)nc3ccccc23)cc1
  -2%	-1%	-3%	1.0	5%	2%	3	-1%
CC(=O)N1c2c(cc(Br)cc2S(=O)(=O)NCc2cccnc2)CC1C (stereo not given)
  0%	-16%	-5%	-1.0	6%	-4%	0	-13%
Cc1ccc(NC(=O)C2CCCN(S(=O)(=O)c3ccc(-n4cnnn4)cc3)C2)cc1 (stereo not given)
  0%	0%	-12%	-1.1	3%	0%	0	13%
C=CCNc1nc(-c2ccccc2)nc(-n2ccnc2)n1
  -2%	5%	-1%	-3.9	0%	-1%	3	2%
CCOc1ccc(CCNC(=O)COC(=O)c2ccco2)cc1OCC
  0%	-1%	-3%	0.9	11%	0%	1	?
CC1=NN(Cc2ccccc2)C(=O)C1C(c1ccc(Cl)cc1)C(C#N)C#N (stereo not given)
  -6%	7.5µM*	?	0.7	7%	-14%	-7	?
CCCCCOc1ccc(NC(=O)CSc2cccc3cccnc23)cc1
  -1%	?	-2%	-2.5	0%	-3%	-1	2%
COC(=O)[C@@]12C[C@@H](CC(=O)NCCCCc3ccccc3)C(=O)N(Cc3ccc4c(c3)OCO4)C1=CCC(C)(C)C2
  ·	-4%	-12%	·	-4%	-29%	-4	-15%
CC(=O)Nc1ccc(NC(=O)CC(C)n2ccnc2)cc1 (stereo not given)
  -17%	-10%	9%	2.0	0%	5%	-4	-7%
CC(=O)Nc1ccc2c(c1)ncn2C
  0%	-4%	3%	3.1	1%	4%	8	4%
CC(C)Oc1cccc(C(=O)C2CCCN(Cc3cccn3-c3cccnc3)C2)c1 (stereo not given)
  0%	2%	-11%	-1.1	-5%	-13%	3	-13%
CCC/C(=C1/c2ccccc2C(=O)N1c1ccccc1)c1cnc(OC)nc1
  2%	5%	0%	-1.0	17%	?	20	-9%
O=C(c1cc(COc2c(F)cccc2F)on1)N1CCN(C2CCCCC2)C(=O)C1
  1%	-16%	-4%	-0.9	5%	0%	-1	-1%
O=C(CCCOc1ccccc1)Nc1nccs1
  -1%	-7%	6%	-1.7	-3%	12%[57.1 µM]	0	-4%
COc1ccccc1-c1sc2ccccc2c1-c1ccc(O)cc1
  ?	-7%	-5%	-3.1	6%	-21%	37	-23%
COc1ccc(C2CC(c3ccccc3)=NN2C(=O)COC(=O)c2nc3nccc(C)n3n2)cc1 (stereo not given)
  0%	4%	-7%	-4.4	-3%	-20%	-3	0%
CCCCCOc1ccc(C(=O)Nc2ccc(N3CCOCC3)cc2N2CCOCC2)cc1
  1%	-4%	-7%	-1.1	13%	3%	8	4%
CCOc1ccc(CCNC(=O)CN2C(=O)NC(CCSC)C2=O)cc1OCC (stereo not given)
  0%	6%	-3%	-4.7	2%	-1%	-2	3%
CCOC(=O)C1CCN(C(=O)c2sc3nc(C)nc(N4CCC(C)CC4)c3c2C)CC1
  -4%	-6%	-3%	-1.6	-25%	2%	·	-8%
FC(F)Oc1ccc(NC(=S)Nc2ccc3cn[nH]c3c2)cc1
  -1%	-14%	-5%	0.6	5%	1%	-13	-13%
CC1CCN(Cc2cc(=O)oc3cc(O)c(Cl)cc23)CC1
  -7%	-26%	2%	-0.4	5%	-4%	?	2%
Cc1cc(/C=C(\C#N)C(=O)NCCc2c[nH]c3ccccc23)c(C)n1C
  1%	-7%	-13%	-1.0	4%	-6%	0	0%
O=C(CC(C(=O)O)c1ccccc1)c1cccs1 (stereo not given)
  -2%	4%	3%	-2.8	-3%	4%	-2	6%
CC(=O)Nc1ccc2c(c1)nc(CCN1CCN(C)CC1)n2C
  -1%	-3%	-6%	0.5	4%	-2%	·	0%
COC(=O)c1ccc(Cn2cnc3c(cnn3-c3ccc(F)cc3)c2=O)o1
  1%	-3%	-9%	0.7	3%	32%[activator]	3	2%
O=C(C1CCCN(S(=O)(=O)c2ccccc2)C1)N1CCCCCC1 (stereo not given)
  2%	-5%	-8%	-0.3	-2%	17%	6	-5%
CC1CCN(C(=O)c2ccccc2NC(=O)c2cccc(S(=O)(=O)N3CCOCC3)c2)CC1
  0%	-11%	9%	1.5	0%	7%	-2	9%
CC(=O)Nc1ccc(S(=O)(=O)N[C@@H](C)C(=O)OCc2cc([N+](=O)[O-])cc3c2OCOC3)cc1
  1%	-2%	-3%	1.7	-2%	5%	-2	7%
CC1CCN(c2ccc3nnc(CCC(=O)Nc4ccc(F)c(F)c4)n3n2)CC1
  1%	-7%	-3%	-1.4	3%	1%	7	-11%
Cc1cc(C)nc(/N=C(/NC(=O)c2ccccc2)Nc2ccccc2)n1
  -3%	-2%	-8%	-3.2	3%	-13%	8	-6%
CCOC(=O)C1(CCOc2ccccc2)CCN(Cc2ccc(OCC)c(CO)c2)CC1
  ·	1%	-9%	0.4	-7%	-14%	-3	-1%
CCOC(=O)c1c(C)[nH]c(C)c1C(=O)COC(=O)C1CC(=O)N(CCc2ccccc2)C1 (stereo not given)
  -1%	-3%	-26%	0.4	7%	-2%	-3	-19%
CCN(Cc1ccccc1)S(=O)(=O)c1ccc(C(=O)N2CCN(c3nc4ccccc4s3)CC2)cc1
  1%	4%	-1%	-3.1	5%	-9%	1	6%
Cc1scc(C(=O)N/N=C/c2ccsc2)c1C
  1%	-8%	-1%	1.0	-7%	9%	-11	-2%
CCOc1ccc(NC(=O)CN(C)C(=O)c2ccccc2SCc2c(C)noc2C)cc1OCC
  -5%	-7%	-18%	1.0	?	-1%	-2	-1%
NS(=O)(=O)c1ccc(NC(=O)c2cc(=O)c3ccccc3o2)cc1
  -3%	-2%	-1%	-1.3	0%	3%	1	-5%
Cc1ccc(C)c(NC(=O)CSc2nnc(-c3ccncc3)o2)c1
  -2%	-14%	1%	-5.1	5%	-2%	-9	-23%
COc1ccc(C(=O)CC(=O)C(=O)Nc2c(C)cccc2C)cc1
  1%	-8%	1%	-4.8	-4%	1%	4	-4%
CC1CCN(CCCNC(=O)c2ccc(N3CCCC3=O)cc2)CC1
  -2%	-10%	11%	-1.4	-4%	9%	0	0%
CC[C@]12c3[nH]c4cc(-c5ccco5)ccc4c3CCN1C(=O)[C@@H](CC(=O)NCCC1=CCCCC1)C[C@@H]2C(=O)N1CCN(C(=O)c2ccco2)CC1
  ?	-5%	-5%[11.6 µM]	2.1	-16%	-10%	-73*	?
N#Cc1ccc(OCC(=O)NC2CCCCCC2)cc1
  -2%	-7%	-3%	-2.6	1%	5%	2	-5%
O=C1C=CC(=O)N1Cc1ccccc1
  1%	4.7µM*	-14%	0.7	3%	?	-86*	-1%
CC(C)(C)C(=O)Nc1ccc(NC(=O)c2ccco2)nc1
  1%	-3%	3%	-0.3	5%	2%	-3	-15%
CCc1noc(C)c1C(=O)NC1CCCc2c1cnn2-c1cc(C)cc(C)c1 (stereo not given)
  -1%	-14%	1%	-1.0	-1%	0%	13	7%
COc1ccc(CNC(=O)COC(=O)c2ccc(F)c(S(=O)(=O)N3CCCCC3)c2)cc1OC
  2%	-6%	3%	-1.9	5%	-9%	-4	-15%
Cc1ccccc1OCCC(=O)Nc1ccc2c(C)cc(=O)oc2c1
  -20%	-10%	-5%	-3.1	1%	10%	-15	10%
COC(=O)c1sc(NC(=S)NNC(=O)c2c(Br)c(C)nn2C)c(C(=O)OC)c1C
  -13%	27µM*	-18%	-0.8	-1%	?	?	-15%
CC1CCC(NC(=O)c2nn(C)c3c2CS(=O)(=O)c2ccccc2-3)CC1 (stereo not given)
  -1%	-9%	-11%	-2.2	-1%	-16%	6	-17%
O=C(N/N=C/c1ccccc1OC(=O)c1ccc2c(c1)OCO2)c1cccc(F)c1
  -1%	-9%	9%	0.7	2%	19%	7	4%
COc1cc(-c2nc3n(n2)C(c2cccc(OC)c2OC)C2=C(CCCC2=O)N3)cc(OC)c1OC (stereo not given)
  0%	0%	-5%	-3.0	9%	-1%	·	-12%
O=C(CCN1C(=O)S/C(=C/c2ccc(F)cc2)C1=O)Nc1ccc(O)c(C(=O)O)c1
  -7%	-18%	-16%	-0.3	2%	?	?	-13%
Nc1nonc1N1CCCCC1
  -3%	1%	0%	-2.9	-2%	7%	0	1%
CN(C)c1c(N)[nH]c2c(c1=O)c(=O)n(C)c(=O)n2C
  1%	-8%	-3%	1.9	8%	6%	2	-6%
COc1ccc(-n2c(N)cc(=O)nc2SCC(=O)NC2CCCCC2)cc1
  ·	-4%	-2%	-1.0	-11%	-6%	0	-8%
CCOC(=O)N1CCN(C(=O)CSc2ccc(Cl)cc2)CC1
  1%	?	-5%	1.1	6%	-19%	-1	-10%
Cn1nnnc1SCC(=O)Nc1ccc(Oc2ccc(Cl)cc2)cc1
  -1%	2%	-2%	0.0	-14%	0%	·	4%
O=C(NCCCN1CCOCC1)C(=O)NCCc1ccccc1
  -2%	-9%	-2%	1.1	4%	-9%	-4	11%

Compound activity as filed in PubChem BioAssay.
